# Bcl-B TR3 displacers – displacers of TR3 peptide from Bcl-B, primary screen, selectivity assay for Bfl-1 inhibitor project, biochemical, fluorescence polarization. FP displacement of FITC-TR3 peptide from Bcl-B; higher % means a stronger effect. displacement, % at 20 µM, or IC50 in µM where a hit was titrated. hit rate 0.11% among 96,000;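 active means displacement above 50% at 20 µM plus a fluorescence interference ratio under 1.5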;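 further: plate controls were wells without compound for no effect and wells lacking Bcl-B protein for full effect; a part of the inactive calls stands beside numbers as strong as those of hits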
# PLAP inhibitors HTS – inhibition of human placental alkaline phosphatase – biochemical, luminescence, HTS (AID 690); purified PLAP, luminescent substrate; higher % means a stronger effect; inhibition, % at 20 µM, or IC50 in µM where a hit was titrated; hit rate 0.08% among 96,000; in the data active means a potency from the dose series; inactive means the rest, 99 in 100 with inhibition below about 30%; further: strong numbers were not always called active
# IL1B NFkB inh – blocks IL-1B driven NFkB nuclear translocation in HUVEC cells; HUVEC IL-1B NFkB p65 nuclear translocation imaging; inhibition, % at 2 µM; hit rate 0.43% among 94,000;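 active means inhibition above about 30% together with a positive call from visual inspection of the well image, limit read from the data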;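 further: nuclear over cytoplasmic p65 intensity ratio measured by imaging; 0% = IL-1B stimulated DMSO wells and 100% = unstimulated DMSO wells; values of inactives mirror those of a sister screen read the other way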
# NFkB transloc pot – enhances IL-1B driven NFkB nuclear translocation; HUVEC IL-1B NFkB p65 nuclear translocation imaging; activation, % at 2 µM; AID 819; hit rate 0.3% among 94,000;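 active means activation above 40%, about the mean plus 3 SD, also judged a hit on visual image review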;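 further: percent activation is computed from the nuclear over cytoplasmic p65 intensity ratio; values of inactives mirror those of a sister screen read the other way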
# MRP reversal – reverses drug resistance mediated by MRP; H69AR cells + 2 uM doxorubicin, CellTiter-Glo, 72 h; differential viability (reversal), % at 10 µM; hit rate 0.04% among 85,000;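 active means viability drop by adding the cancer drug above about 55%, with treated viability meeting a 40% cutoff, limit read from the data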;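 further: viability without doxorubicin minus viability with 2 µM doxorubicin for each compound; larger differential means the compound sensitizes cells more to doxorubicin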
# MRP reversal cytotoxicity – second read-out of MRP reversal, no call of its own (marks repeat the call); viability, %; H69AR cells, CellTiter-Glo, 72 h; measured here: cytotoxicity without doxorubicin
# MRP reversal with doxorubicin – second read-out of MRP reversal, no call of its own (marks repeat the call); viability, %; measured here: viability with 2 uM doxorubicin; active compounds read low
# IL1B NFkB inh cell count 2 µM – further read-out of IL1B NFkB inh, marked with its call; cell count; measured here: cells passing quality filter;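 raw number of nuclei counted in each imaged well without normalization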
# NFkB transloc pot cell count 2 µM – further read-out of NFkB transloc pot, marked with its call; cell count; measured here: cells passing quality filter
# * = called active by the depositor; . = no result given.
SMILES,Bcl-B TR3 displacers,PLAP inhibitors HTS,IL1B NFkB inh,IL1B NFkB inh cell count 2 µM,NFkB transloc pot,NFkB transloc pot cell count 2 µM,MRP reversal,MRP reversal cytotoxicity,MRP reversal with doxorubicin
O=C(Cn1nnc(-c2ccccc2)n1)NCc1cccs1,2%,15%,-8,146,8,146,11,103,92
CC(c1ccco1)N(C(=O)Nc1ccc(Cl)cc1)c1ccccn1 (configuration not stated),0%,13%,-8,137,8,137,32,100,69
CCCc1nnc(NC(=O)CN2CCN(C)CC2)s1,-4%,5%,-17,39,17,39,-3,99,102
Cc1cc(Nc2ccc(C)c(C)c2)n2nc(C)nc2n1,1%,-49%,.,.,.,.,-8,81,89
CC(=O)N1CCc2cc(S(=O)(=O)NCCCN3CCN(Cc4ccccc4)CC3)ccc21,6%,-63%,-9,186,9,186,3,91,88
O=C(CN(Cc1cccs1)C(=O)c1csnn1)NC1CCCC1,.,.,-9,122,9,122,6,96,90
CC(=O)c1sc2nc(C)cc(C)c2c1N,8%,1%,4,116,-4,116,.,.,.
CCCCNC(=O)c1ccccc1Cl,-6%,2%,-10,213,10,213,3,93,90
CCCc1nc2ccc(NC(=O)c3ccco3)cc2c(=O)n1Cc1ccccc1Cl,.,.,-13,156,13,156,-13,60,73
COc1c2ccoc2nc2c(OC)c(OCC(O)C(C)(C)O)ccc12 (configuration not stated),-6%,18%,-14,140,14,140,-5,88,93
COc1ccc(OC)c(NC(=O)CCN2CCCCCC2)c1,.,.,-2,92,2,92,16,92,77
CC1CCN(C(=O)CSc2nc3cccnc3n2C)CC1,-2%,-2%,5,167,-5,167,-9,86,95
O=C(NCc1ccc2c(c1)OCO2)C1CCCN1C(=O)Nc1cccc(Cl)c1 (configuration not stated),3%,-24%,5,134,-5,134,10,97,87
Cc1nn2c3ccccc3n(CCN3CCCCC3)c2nc1=O,.,.,12,73,-12,73,-9,86,96
CCOC(=O)C1CCCN(c2ncnc3c2cnn3-c2ccc(OC)cc2)C1 (configuration not stated),-1%,-39%,6,59,-6,59,15,83,68
O=C(Cn1c(-c2ccccc2)noc1=O)Nc1ccc(S(=O)(=O)N2CCOCC2)cc1,-9%,-2%,-13,176,13,176,-10,93,103
Cc1cc(N2CCCCC2)nc(NCc2ccccc2)n1,-7%,-18%,2,130,-2,130,-43,16,59
CCOC(=O)Nc1ccc(S(=O)(=O)Nc2nccc(C)n2)cc1,5%,-4%,-12,148,12,148,10,87,77
COc1ccc(N(CC(=O)Nc2cc(Cl)ccc2OC)S(=O)(=O)c2c(C)noc2C)cc1,-2%,-45%,0,94,0,94,-17,24,41
Cc1ccc(N(C(=O)c2cccs2)C2C=CS(=O)(=O)C2)cc1 (configuration not stated),22%,14%,9,188,-9,188,5,88,84
CCOc1ccc2nc(SCc3ccccc3C#N)sc2c1,2%,11%,1,132,14,171,.,.,.
CCN1C(=O)c2cccc3c(NS(=O)(=O)c4ccc(NC(C)=O)cc4)ccc1c23,5%,16%,-7,150,7,150,11,90,79
CC1CCN(c2nc(-c3ccc(F)cc3)cc(C(F)(F)F)n2)CC1,-10%,-14%,-28,160,29,160,16,114,99
CC(NC(=O)c1cc(-c2ccccc2)on1)c1ccccc1 (configuration not stated),0%,13%,-11,142,11,142,15,107,92
CCc1ccccc1NC(=S)N1CCC(C(=O)c2ccc(F)cc2)CC1,2%,4%,-16,139,16,139,.,.,.
# (more compounds)
SMILES,Bcl-B TR3 displacers,PLAP inhibitors HTS,IL1B NFkB inh,IL1B NFkB inh cell count 2 µM,NFkB transloc pot,NFkB transloc pot cell count 2 µM,MRP reversal,MRP reversal cytotoxicity,MRP reversal with doxorubicin
CC(C)c1nnc(NC(=O)CCCC(=O)O)s1,-6%,10%,-21,183,21,183,-6,82,87
CCn1ncc(Br)c1C(=O)Nc1ccc(Cl)cn1,1%,-11%,-17,156,17,156,8,103,95
Cc1ccc2oc(=O)c3cc(C(=O)NCCN4CCN(C)CC4)sc3c2c1,-3%,-32%,.,.,.,.,-4,93,97
CC12CN3CCN(CC(C3)C1(O)CN1CCOCC1)C2 (configuration not stated),-7%,7%,4,76,-4,76,8,104,97
COCCn1c(SCC(=O)Nc2cc(Cl)ccc2OC)nc2c(c1=O)SC(C)C2 (configuration not stated),.,.,-8,79,8,79,29,65,36
CN(C)/C(CN1CCN(C=O)CC1)=C1\N=C(c2ccccc2)OC1=O,-9%,-2%,-11,162,11,162,.,.,.
O=C1CC(Nc2ccc(N3CCOCC3)cc2)C(=O)N1Cc1ccccc1 (configuration not stated),.,.,5,137,-5,137,.,.,.
CN1CCN(c2nc(-c3ccccc3)c3cc(Cl)ccc3n2)CC1,4%,-33%,-13,128,13,128,-13,39,52
CCN(C(N)=S)c1ccccc1,-13%,-2%,0,168,0,168,.,.,.
CC(C)c1cc(C(=O)Nc2sc3c(c2C#N)CCC3)no1,2%,6%,-10,204,10,204,-22,26,47
CCOC(=O)CC(=O)CSc1ncnc2c1oc1ccccc12,3%,-13%,-5,181,5,181,13,90,78
CCCCN(C)C(=O)C(Cc1ccccc1)NS(=O)(=O)c1ccc2c(c1)c(=O)n(C)c(=O)n2C (configuration not stated),-8%,-47%,-13,199,13,199,2,79,77
Cc1onc(-c2c(F)cccc2Cl)c1C(=O)NCCCN1CCOCC1,4%,-41%,0,127,0,127,10,89,79
COc1cc2c(=O)n(Cc3ccccc3)c(=O)n(CC(=O)NCc3ccco3)c2cc1OC,0%,17%,2,98,-2,98,9,87,78
O=C(CCC(=O)Nc1ccccc1)NCCO,.,.,1,114,-1,114,-12,69,81
COc1ccc(CN2CC(C(=O)NCCc3ccccc3)CC2=O)cc1 (configuration not stated),3%,11%,-8,174,8,174,-5,96,101
CCOC(=O)N1CCN(c2c(N3CCc4ccccc43)c(=O)c2=O)CC1,-6%,-46%,.,.,.,.,-10,93,103
CCCCCCCc1nc2c(=O)n(C)c3ccccc3c2o1,6%,15%,-24,151,24,151,3,108,105
CCn1c(CCNC(=O)c2ccccc2Cl)n[nH]c1=S,-12%,6%,3,114,-3,114,.,.,.
Cn1cccc1C(=O)N1CCN(c2cccc(C(F)(F)F)c2)CC1,0%,-72%,-17,84,17,84,16,101,85
Nc1nc(SCC(=O)N2CCc3ccccc32)[nH]c(=O)c1-c1ccccc1,-7%,-23%,-8,98,8,98,2,96,94
CCn1c(SCC(=O)Nc2c(C)n(C)n(-c3ccccc3)c2=O)nnc1-c1cccc(C)c1,-5%,-23%,-5,128,5,128,2,94,93
CCC(C(=O)Nc1ccccc1OC)n1c(C(=O)OC)cc2ccsc21 (configuration not stated),2%,4%,-7,74,7,74,-16,62,78
CCN(CC)c1ccc(NC(=O)CN2CCN(c3ccccc3F)CC2)cc1,10%,0%,6,122,-6,122,.,.,.
Cc1[nH]c(=O)[nH]c(=O)c1S(=O)(=O)N1CCCC(C(=O)NCc2ccco2)C1 (configuration not stated),3%,22%,-11,59,11,59,6,102,96

# Reprinted from the part before: three entries, followed by the next part.
SMILES,Bcl-B TR3 displacers,PLAP inhibitors HTS,IL1B NFkB inh,IL1B NFkB inh cell count 2 µM,NFkB transloc pot,NFkB transloc pot cell count 2 µM,MRP reversal,MRP reversal cytotoxicity,MRP reversal with doxorubicin
CCC(C(=O)Nc1ccccc1OC)n1c(C(=O)OC)cc2ccsc21 (configuration not stated),2%,4%,-7,74,7,74,-16,62,78
CCN(CC)c1ccc(NC(=O)CN2CCN(c3ccccc3F)CC2)cc1,10%,0%,6,122,-6,122,.,.,.
Cc1[nH]c(=O)[nH]c(=O)c1S(=O)(=O)N1CCCC(C(=O)NCc2ccco2)C1 (configuration not stated),3%,22%,-11,59,11,59,6,102,96
COc1ccc(NC(=O)CSc2nnc(-c3ccccc3)n2N)cc1,.,.,-13,134,13,134,7,88,80
COc1ccc(NC(=O)CN(C)S(=O)(=O)c2ccc(Cl)cc2)c([N+](=O)[O-])c1,28%,-2%,7,106,-7,106,.,.,.
O=C(Cn1nc(C(F)F)cc1C(F)F)NNC(=S)Nc1ccc(Cl)cc1,2%,-96%,1,160,-1,160,.,.,.
O=C1CN(C(=O)COC(=O)c2cccc(S(=O)(=O)NCc3ccccc3)c2)c2ccccc2N1,-4%,7%,-9,171,9,171,2,98,96
C=CCn1c(SCC(=O)N(C)C2CCS(=O)(=O)C2)nnc1-c1ccncc1 (configuration not stated),-1%,2%,2,203,-2,203,.,.,.
Cc1cc(=O)[nH]c(SCC(=O)c2ccc(C)c(C)c2)n1,-6%,6%,-12,121,12,121,13,92,80
Cc1cccc(OCC(=O)NCCN2CCOCC2)c1,-2%,-24%,-3,89,3,89,-10,89,98
COc1ccc(S(=O)(=O)N(C)CC(=O)Nc2cccc(C(C)=O)c2)cc1,-4%,25%,-3,181,3,181,11,84,73
OC(c1ccccc1)c1nc2ccccc2s1 (configuration not stated),6%,16%,6,93,-6,93,13,99,87
CCC1(C)CC(=O)N(c2ccc(C(=O)O)c(O)c2)C1=O (configuration not stated),2%,13%,1,80,-1,80,-2,90,93
COc1ccc(-n2ncc3c(=O)n(CC(=O)OCc4ccccc4)cnc32)cc1,0%,-5%,-4,127,4,127,-13,70,84
COc1ccc(CC(=O)Nc2nnc(SCc3ccccc3)s2)cc1S(=O)(=O)N1CCOCC1,-91%,-54%,-7,155,7,155,11,99,88
Cc1cc(C)n2nc(SCC(=O)Nc3c(C)nn(-c4ccccc4)c3C)nc2n1,1%,-50%,-2,47,2,47,16,91,76
CC1=C(C#N)C(Nc2ccc(C)cn2)(C(F)(F)F)C(=O)N1 (configuration not stated),29%,7%,10,198,-10,198,6,93,86
Cc1ccc(Sc2c(C#N)c(-c3ccccc3)nn2C)cc1,10%,-1%,3,185,-3,185,.,.,.
CCC1C(=O)N=C(SCC(=O)Nc2ccc(C(=O)OC)cc2)NC1=O (configuration not stated),0%,-15%,-6,193,6,193,-2,88,91
Oc1ccc(Cl)cc1-c1cc(-c2ccccc2Cl)[nH]n1,.,.,-7,101,7,101,-38,31,69
CN1C(=O)c2ccc(C(=O)NCc3ccccc3)cc2C1=O,-3%,6%,-21,115,21,115,1,93,92
CN(C)CCCn1c(SCC(=O)Nc2sc3c(c2C#N)CCCC3)nnc1-c1ccncc1,5%,-64%,-4,205,4,205,.,.,.
CC12CC3(C)CC(C)(C1)CC(C(=O)NC(=S)N1CCOCC1)(C2)C3,3%,2%,-16,99,16,99,.,.,.
Cc1ccc(NC(=O)N2CCc3ccccc3C2)cc1,-1%,3%,-4,162,4,162,-10,78,88
Cc1ccc2nc(Cc3ccc(N)cc3)[nH]c2c1,6%,20%,1,115,-1,115,.,.,.
Cc1ccc(CSCC(=O)N2CCOCC2)cc1,-11%,11%,-22,178,22,178,1,98,97
COCCn1c(=S)[nH]c2cc(C(=O)N3CCN(c4ccc(F)cc4)CC3)ccc2c1=O,3%,8%,2,104,-2,104,-33,35,68
NC(=O)CSc1nnc2sc3ccccc3n12,12%,-2%,6,189,-6,189,21,94,73
# The listing continues.
SMILES,Bcl-B TR3 displacers,PLAP inhibitors HTS,IL1B NFkB inh,IL1B NFkB inh cell count 2 µM,NFkB transloc pot,NFkB transloc pot cell count 2 µM,MRP reversal,MRP reversal cytotoxicity,MRP reversal with doxorubicin
COc1cccc(OCC(=O)Nc2ccc(OC)c(OC)c2)c1,-12%,4%,2,77,-2,77,13,107,94
CC12CCC(C(=O)N3CCc4ccccc43)(CC1=O)C2(C)C (configuration not stated),-10%,8%,-1,92,1,92,29,95,66
COCC(=O)NCc1nc2ccccc2n1Cc1ccccc1F,3%,-10%,.,.,.,.,14,95,80
N#Cc1c(-n2cccc2/C=N/O)sc2c1CCCC2,-2%,10%,8,88,-8,88,-37,51,88
CCCCNc1nc(N(C)c2ccccc2)nc(-n2ccnc2)n1,-20%,0%,-8,80,8,80,-37,33,70
NC(=O)c1ccc(NC(=O)CCCc2nc(-c3ccccc3Cl)no2)cc1,1%,-2%,-2,137,2,137,0,78,79
CCOC(=O)c1c(NC(=O)COC(=O)Cn2c(C(F)(F)F)nc3ccccc32)sc(C)c1C,-6%,0%,.,.,.,.,-4,76,80
COc1cccc(-n2c(SC3CCOC3=O)nc3ccccc3c2=O)c1 (configuration not stated),.,.,-5,134,5,134,17,102,85

# Source: PubChem

# This is a subset (hit frequency here may not be typical).
